Source: PubChem BioAssay (several laboratories)
CYP2C19 act: activators of human cytochrome P450 2C19; P33261; recombinant CYP2C19, luciferin-H EGE luminescence; stronger effect = higher value; 0 = fully inhibited enzyme, 1 = untreated enzyme; activation factor at 5 µM; 96,000 tested, under 10 active; AID 1025;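 active means activation factor of at least 2 at 5 µM in the primary screen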;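 further: 0 = wells with 2.5 mM tranylcypromine and 1 = vehicle-only wells; values of inactives mirror those of a sister screen read the other way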
Target sequence (P33261 whole entry, looked up): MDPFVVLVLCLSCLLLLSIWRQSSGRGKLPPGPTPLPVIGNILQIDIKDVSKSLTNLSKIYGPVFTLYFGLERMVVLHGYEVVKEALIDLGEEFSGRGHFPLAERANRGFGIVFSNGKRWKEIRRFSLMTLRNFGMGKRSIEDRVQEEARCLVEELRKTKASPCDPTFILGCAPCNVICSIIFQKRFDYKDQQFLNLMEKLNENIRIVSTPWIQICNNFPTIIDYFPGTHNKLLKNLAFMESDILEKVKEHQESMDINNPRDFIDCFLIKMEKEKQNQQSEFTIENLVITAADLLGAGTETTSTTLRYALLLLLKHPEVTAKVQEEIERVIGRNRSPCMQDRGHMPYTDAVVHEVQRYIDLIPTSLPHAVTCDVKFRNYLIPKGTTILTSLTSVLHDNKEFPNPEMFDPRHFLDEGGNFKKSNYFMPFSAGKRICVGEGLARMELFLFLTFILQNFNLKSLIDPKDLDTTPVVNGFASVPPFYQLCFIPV
Mac1 fbg enh: increases human CD11b/CD18 adhesion to fibrinogen | P05107+P11215 | K562 CD11b/CD18 adhesion to fibrinogen, ATPlite luminescence | activation, % at 10 µM | 93,000 tested, 0.07% active;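 active means 10 µM primary screen giving 50% or more activity, confirmed by 40% or more on retest at that dose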; further: strong numbers were not always called active
HUVEC inhibit: blocks proliferation of human endothelial cells; HUVEC proliferation, CellTiter-Glo luminescence, 72 h; stronger effect = lower value; viability, % at 10 µM (by protocol); 86,000 tested, 1.1% active; AID 648;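 active means viability at or below 30%; inactive means viability above 30%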;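 further: 100% = median luminescence of DMSO-only cell control wells on each plate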
Fibroblast inh: blocks proliferation of human lung fibroblasts | AID 719 | 85,000 tested, 1.1% active | viability, % at 10 µM | LL 47 human lung fibroblast viability, ATP luminescence; stronger effect = lower value;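 active means viability at or below 50% in the single dose screen; inactive means viability above 50%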;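 further: compound exposure lasted 72 h before the ATP readout; 100% = median luminescence of untreated cell-only wells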
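Times – overnight cell rest, 72 h compound treatment at 37 °C · Test system – human lung fibroblast line LL 47, low passage · Amount – 1,150 cells in each well · Controls – cell-only wells, no compound · Doses – 0.1% DMSO in all compound wells · Measured by – CellTiter-Glo luminescence · Buffer or medium – IMEM plus 15% FBS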
Mac1 fbg inh: blocks human CD11b/CD18 adhesion to fibrinogen; P05107+P11215; K562 CD11b/CD18 adhesion to fibrinogen, ATPlite luminescence; Mn2+ added to activate the integrin; inhibition, % at 10 µM; 93,000 tested, 0.54% active;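 active means primary inhibition of 50% or more at 10 µM, then 40% or more on retest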; further: some results filed as inactive read as strong as hits
H69AR inhibit: growth inhibitors of human H69AR lung tumor cells; H69AR lung tumor viability, ATP luminescence, 72 h; stronger effect = lower value; viability, % at 10 µM; 85,000 tested, 6% active;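 active means viability at or below 40%; inactive means viability above 40%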;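 further: multidrug resistant small cell line overexpressing MRP-1 efflux transporter; 100% = mean luminescence of untreated control wells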
CYP2C19 inh: human CYP2C19 inhibition; CYP2C19 Supersomes, luciferin-H EGE luminescence, 30 min; 96,000 tested, 21% active; inhibition, % at 5 µM; P33261;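 active means CYP2C19 inhibition above a set limit at 5 µM in the primary screen, cut at about 50% in these data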;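 further: plate controls were negative control wells for no effect and 2.5 mM tranylcypromine positive control for full effect; values of inactives mirror those of a sister screen read the other way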
ERa SRC1 inh: ER-alpha (human) coactivator binding inhibition; P03372; 86,000 tested, 1.7% active; TR-FRET ER-alpha LBD / SRC-1 peptide, estradiol-bound; inhibition, % at 25.6 µM; in the data active means inhibition above about 50%;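 further: 0% = receptor plus peptide control and 100% = peptide only without receptor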
Target sequence (P03372 whole entry, looked up, the tested form may be a part): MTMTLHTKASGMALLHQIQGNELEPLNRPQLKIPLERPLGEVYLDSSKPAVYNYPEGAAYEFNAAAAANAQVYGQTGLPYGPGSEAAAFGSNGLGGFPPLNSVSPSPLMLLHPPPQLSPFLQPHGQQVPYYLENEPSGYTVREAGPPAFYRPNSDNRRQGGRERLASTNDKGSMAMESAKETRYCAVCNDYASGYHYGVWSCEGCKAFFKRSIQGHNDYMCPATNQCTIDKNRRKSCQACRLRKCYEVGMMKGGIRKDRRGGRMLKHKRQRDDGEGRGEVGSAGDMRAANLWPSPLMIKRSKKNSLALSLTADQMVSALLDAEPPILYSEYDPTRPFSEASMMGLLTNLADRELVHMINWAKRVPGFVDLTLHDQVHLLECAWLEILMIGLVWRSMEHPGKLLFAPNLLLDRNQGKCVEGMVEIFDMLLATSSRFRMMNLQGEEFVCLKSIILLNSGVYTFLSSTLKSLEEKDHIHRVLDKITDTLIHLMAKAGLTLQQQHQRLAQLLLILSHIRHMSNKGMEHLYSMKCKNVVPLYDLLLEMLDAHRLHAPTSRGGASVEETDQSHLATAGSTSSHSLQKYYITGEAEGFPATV
ERa SRC1 pot: ER-alpha (human) coactivator binding potentiation; P03372; TR-FRET ERalpha-LBD/SRC-Cy5 coactivator binding, 2 h; 100 = basal binding, no effect; coactivator binding (% of control), % at 25.6 µM; 86,000 tested, 1.3% active; AID 639; in the data active means activity above about 200%;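 further: binding measured in presence of low estradiol as agonist stimulus; 0% = peptide alone without receptor and 100% = receptor with peptide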
* marks the source's active call; other numbers are inactive results; . = not tested or not shown; [ ] = dose if it differs, or a comment.

structure	CYP2C19 inh	CYP2C19 act	Mac1 fbg enh	Mac1 fbg inh	Fibroblast inh	ERa SRC1 pot	H69AR inhibit	HUVEC inhibit	ERa SRC1 inh
CCOC(=O)c1c(C)[nH]c(C(=O)COC(=O)c2ccccn2)c1C	34	0.7	.	.	89	98	98	73	-4
O=C(c1ccccc1)c1nc[nH]c1C(=O)Nc1ccccc1	15	0.9	2	7	71	122	24*	86	-7
COc1ccc(OCC(=O)Nc2ccc3c(c2)nc2n3CCSC2)cc1	-5	1	3	-16	102	100	105	102	16[fluorescence artefact?]
O=C1c2ccncc2C(=O)N1Cc1cccc(Cl)c1	20	0.8	1	-9	101	100	101	96	0
CCCOC(=O)C1C2C=C[C@]3(CN(CCc4ccccc4)C(=O)[C@H]13)O2 (stereo partly drawn)	9	0.9	2	-14	96	102	80	94	3
COc1ccccc1N1CCN(C(CNC(=O)c2ccc3c(c2)OCO3)c2cccnc2)CC1 (stereo not drawn)	27	0.7	.	.	98	107[fluorescence artefact?]	83	102	-24
O=C(Nc1ccon1)c1sc2ccccc2c1Cl	1	1	1	-37	95	120	88	90	-1
Cc1cccc2cc(COC(=O)C(C)(C)C)c(=O)[nH]c12	20	0.8	.	.	104	88	101	106	-1
Cc1cccc(N2CCN(C(c3ccc(N(C)C)cc3)c3nnnn3C(C)(C)C)CC2)c1C (stereo not drawn)	.	.	.	.	103	94	83	96	1
CCOc1ccc2nc(SCC(=O)NC(=O)NCc3ccco3)sc2c1	12	0.9	29	-1	92	97	98	106	12
CCCC(=O)Nc1ccc(NC(=O)C23CC4CC(CC(C4)C2)C3)cn1	24	0.8	-6	-21	99	91	82	97	33[fluorescence artefact?]
O=C(CC1SC(=O)N(c2ccccc2)C1=O)Nc1ccccc1 (stereo not drawn)	22	0.8	-1	-8	101	89	101	81	-16

Looked up above:
Reading of `O=C(CC1SC(=O)N(c2ccccc2)C1=O)Nc1ccccc1` (stereo not drawn) under Mac1 fbg enh: -1
Reading of `CCOC(=O)c1c(C)[nH]c(C(=O)COC(=O)c2ccccn2)c1C` under Fibroblast inh: 89

Carrying on.
structure	CYP2C19 inh	CYP2C19 act	Mac1 fbg enh	Mac1 fbg inh	Fibroblast inh	ERa SRC1 pot	H69AR inhibit	HUVEC inhibit	ERa SRC1 inh
COC(=O)c1sc2cc(C(F)(F)F)cnc2c1-c1cccnc1	38	0.6	3	-5	.	.	.	.	.
COc1cc2cc(Br)cc(Br)c2nc1C	27	0.7	-1	-9	97	104	94	93	-2
Cn1c(-c2cccc(OCc3ccccc3)c2)nc2c1c(=O)[nH]c(=O)n2Cc1ccccc1	5	1	-2	17	.	.	.	.	.
Cc1c(C(=O)NCc2cccnc2)oc2ccc(S(=O)(=O)N3CC(C)CC(C)C3)cc12 (stereo not drawn)	8	0.9	32	-6	84	120[fluorescence artefact?]	83	61	15[fluorescence artefact?]
Cc1ccc(Nc2nc3nonc3nc2N(C)C)cc1	14	0.9	-4	0	.	.	.	.	.
O=C1CC(C(=O)Nc2ccc(Br)cc2)C2(CCCC2)O1 (stereo not drawn)	97*	0	1	32	103	91	94	104	4
Cc1ccc(C(=O)N2Cc3ccccc3CC2C(=O)O)cc1 (stereo not drawn)	3	1	-1	2	105	127	88	90	7[fluorescence artefact?]
COC(=O)C1=C(C)NC(C)=C(C(=O)OC)C1C1CC=CCC1 (stereo not drawn)	.	.	.	.	95	94	88	93	-37
N#CC1=C(N)C2=C(N3CCCCC3)CCCC2C1(C#N)C#N (stereo not drawn)	14	0.9	-1	11	109	101	89	108	-3
CC(=O)Cn1c(C(F)(F)F)nc2ccccc21	-13	1.1	-1	9	105	90	93	117	5[fluorescence artefact?]
COC(=O)c1sccc1NC(=O)c1cc(OC)cc(OC)c1	.	.	.	.	99	440*[fluorescence artefact?]	80	51	26[fluorescence artefact?]
CN1/C(=C/C(=O)C2CCC2)Sc2ccccc21	18	0.8	-3	10	94	109	75	88	-48[fluorescence artefact?]
Cc1occc1C(=O)NCCCCc1ccccc1	40	0.6	4	13	103	90	98	100	2
Cc1cc(=O)[nH]c2cc(Cl)ccc12	-3	1	-1	-12	100	109	96	78	-8
CCOC(=O)CSc1nc2ccc(N3CCOCC3)cc2c(=O)n1Cc1ccc2c(c1)OCO2	81*	0.2	20	-31	91	157	94	88	16[fluorescence artefact?]
CCCn1nnc(NC(=O)c2ccc(Cl)cc2Cl)n1	89*	0.1	3	-20	102	112	107	95	5
O=C(CCc1ccc(S(=O)(=O)N2CCOCC2)cc1)OCc1nc2ccccc2s1	-1	1	-3	9	103	107	98	86	3
O=C(COC(=O)c1ccc(Cl)s1)c1cc2ccccc2o1	70*	0.3	2	5	.	.	.	.	.
Cc1ccc(CN(Cc2cccnc2)C(=O)CN2C(=O)COc3ccccc32)o1	95*	0	-2	2	97	83	77	98	-8
CCOC(=O)C1CCCN(CCC(=O)Nc2ccc(F)c(F)c2)C1 (stereo not drawn)	42	0.6	-1	1	101	100	94	81	-4[fluorescence artefact?]
CCCc1c(O)nc(SC2CC(=O)N(c3cc(OC)ccc3OC)C2=O)[nH]c1=O (stereo not drawn)	2	1	-3	3	99	103	95	95	-6
COc1ccc(CCC(=O)N2CCN(S(=O)(=O)c3ccc4ccccc4c3)CC2)cc1	35	0.6	-3	8	96	98[fluorescence artefact?]	54	96	-6
O=C(NC1CCCCC1)N(Cc1cc2cc3c(cc2[nH]c1=O)OCCO3)CC1CCCO1 (stereo not drawn)	10	0.9	-5	2	88	111	77	93	9
COc1ccccc1OCCSc1ncnc2nc[nH]c12	14	0.9	10	10	99	128	101	102	-6

Of the compounds above, 2 contain a tert-butyl group.
structure	CYP2C19 inh	CYP2C19 act	Mac1 fbg enh	Mac1 fbg inh	Fibroblast inh	ERa SRC1 pot	H69AR inhibit	HUVEC inhibit	ERa SRC1 inh
Cc1cccc2cc(COC(=O)C(C)(C)C)c(=O)[nH]c12	20	0.8	.	.	104	88	101	106	-1
Cc1cccc(N2CCN(C(c3ccc(N(C)C)cc3)c3nnnn3C(C)(C)C)CC2)c1C (stereo not drawn)	.	.	.	.	103	94	83	96	1

New compounds follow.
structure	CYP2C19 inh	CYP2C19 act	Mac1 fbg enh	Mac1 fbg inh	Fibroblast inh	ERa SRC1 pot	H69AR inhibit	HUVEC inhibit	ERa SRC1 inh
CCOC(=O)C1(CC)NC(c2cccc(F)c2)C2C(=O)N(CC)C(=O)C21 (stereo not drawn)	.	.	.	.	102	119	83	86	-6
COc1cc(C)c(CN2CCCCC2CO)cc1C (stereo not drawn)	18	0.8	2	-11	107	116	81	91	2
Oc1ccc(/C=N/Nc2nccnc2Cl)c(O)c1	43	0.6	-5	4	.	.	.	.	.
CC(C)(C)N1CC(c2nc3ccccc3n2CCOc2ccccc2)CC1=O (stereo not drawn)	62*	0.4	-1	-5	87	97	82	93	-2
COc1ccc(NC(=O)c2ccc(CN3CCN(c4ccccc4)CC3)cc2)cc1	-11	1.1	2	-8	97	107	100	94	-6
CCCCNc1nc(=S)[nH]c2cc(OC)c(OC)cc12	2	1	3	-4	101	96	77	91	-13
COc1cccc2cc(C(=O)N3CCN(c4ncccn4)CC3)c(=O)oc12	-8	1.1	3	4	97	101	90	92	0
COc1n[nH]c2nncnc12	-21	1.2	.	.	98	111	96	95	4
Cc1ccc(Nc2c3c(nc4ncnn24)CCC3)cc1	60*	0.4	3	-15	105	132	93	86	-3
COc1ccc(S(=O)(=O)Nc2nc(C(F)(F)F)cs2)cc1	35	0.6	-5	1	100	116	98	91	-4
CN1CCN(C(=O)c2cc(-c3ccccc3)on2)CC1	0	1	-2	-3	101	98	115	101	-1
COC(=O)CSc1nc2cc(C)cc(C)c2cc1C#N	-12	1.1	-5	0	106	210*	78	98	1
CCCC(=O)c1c(C)c2ccccc2n1C	35	0.6	-3	-5	100	122	89	103	-6
CC(C)C(NS(=O)(=O)c1ccc2c(c1)oc(=O)n2C)C(=O)N1CCN(Cc2ccccc2)CC1 (stereo not drawn)	20	0.8	-6	12	96	111	83	104	5
COc1ccc(C(=O)n2nc(-c3ccc(Cl)cc3)nc2N)cc1OC	2	1	-6	6	81	169	84	61	-33
CCOC(=O)[C@@H]1CCNC[C@@H]1c1ccccc1	-4	1	0	-7	101	98	109	89	-7
Cc1ccc(S(=O)(=O)N2CCC[C@H]2C(=O)OC(C)C(=O)Nc2ncc(Cl)cc2Cl)cc1 (stereo partly drawn)	71*	0.3	6	-12	103	102	96	96	-3
C#CCOc1ccc(Br)cc1/C=N/O	64*	0.4	-1	6	94	105	74	98	21
COc1ccccc1NC(=O)CSc1ncn[nH]1	17	0.8	2	5	94	118	100	88	1
Cc1cccc(C2CC(c3ccc(Br)cc3)Nc3nc(N)nn32)c1 (stereo not drawn)	77*	0.2	-2	4	95	91	87	88	-3
CCCn1nc(C(=O)N2CC(=O)Nc3ccccc32)c2ccccc2c1=O	.	.	.	.	63	92	25*	55	9
CCOC(=O)N1CCN(C(=O)c2c(O)c3cccc4c3n(c2=O)CC4)CC1	0	1	-5	4	93	101	89	84	5[fluorescence artefact?]
Cc1nc(N[C@@H](Cc2c[nH]c3ccccc23)C(=O)O)c2oc3ccccc3c2n1	.	.	.	.	94	97[fluorescence artefact?]	84	87	-20
Cn1c(=O)c2c(nc(CN3CCc4ccccc4C3)n2Cc2ccccc2)n(C)c1=O	.	.	.	.	99	99	75	89	-1
Cc1cc2nc(C)n(CCCNC(=O)Nc3ccc(C#N)cc3)c2cc1C	2	1	.	.	101	117	87	90	2
O/N=C1\CC2(Cc3nonc31)OCCO2	-5	1.1	-2	20	97	72	95	102	11
COC(=O)c1[nH]c2ccc(Br)cc2c1NC(=O)CN1CCN(C2CCCCC2)CC1	39	0.6	.	.	16*	130	2.9*	5.7*	-4
O=C(CSc1oc(-c2cccs2)nc1S(=O)(=O)c1ccccc1)NC1CCCCC1	24	0.8	0	-20	91	130[fluorescence artefact?]	50	96	36
COc1cccc(C(=O)NCCn2ccc3ccccc32)c1	79*	0.2	-1	6	98	114	100	96	-1
Clc1ccc(SCCCCn2ccnc2)cc1	100*	0	0	-9	96	114	89	85	-4
COc1ccccc1N1CCN(C(CNS(=O)(=O)c2ccc(C)cc2)c2cccnc2)CC1 (stereo not drawn)	58*	0.4	1	5	106	80	90	93	22
Oc1ccc(-c2n[nH]c(=S)n2Cc2ccccc2)cc1	18	0.8	1	2	96	127	90	87	-4
Cc1noc(C)c1C(=O)NCc1cccs1	11	0.9	1	.	101	101[fluorescence artefact?]	95	102	-3
O=C(CN1C(=O)NC2(CCCC2)C1=O)Nc1ccc(F)c(F)c1F	0	1	-4	3	.	.	.	.	.
Cn1c(SCc2cc(=O)[nH]c3ccccc23)nnc1-c1ccc(Br)cc1	51*	0.5	-1	4	94	90	98	84	6
COc1ccc(-c2csc(Cc3nnc4n3CCCCC4)n2)cc1	11	0.9	1	-6	105	122	94	99	4[fluorescence artefact?]
Cn1c(=O)oc2cc(S(=O)(=O)N3CCC4(CC3)OCCO4)ccc21	75*	0.2	-4	0	95	117	92	105	5
CC(C)c1ccc(NC(=O)C2CCN(S(C)(=O)=O)CC2)cc1	-15	1.1	2	-3	.	.	.	.	.
COc1ccc(C(=O)N2CCN(C(C)=O)CC2)cc1S(=O)(=O)NCc1ccc(Cl)cc1	-14	1.1	1	8	103	109	97	97	-2
